Compound activity: PubChem BioAssay, several laboratories
TNAP activators: human TNAP enzyme activators, primary screen, biochemical, luminescent, no phosphate acceptor, uHTS (AID 1001); actives 0.03% (n = 200,000); purified TNAP, luminescent activation assay, no phosphate acceptor; higher activation fold means a stronger effect; activation fold at 20 µM; hits with a dose series show EC50 in µM; Alkaline phosphatase, tissue-nonspecific isozyme (Homo sapiens); in the data active = activation fold from about 3, or a potency from the dose series; inactive = the rest, 99 in 100 with activation fold below about 1.6; note: many of its hits are not listed in these tables
human PMI inhibition: inhibitors of human PMI, primary screen, biochemical, fluorescence intensity, coupled assay (AID 1209) | one-dose inhibition, % at 20 µM; IC50 in µM for titrated hits | Mannose-6-phosphate isomerase (Homo sapiens) | actives 0.42% (n = 190,000) | purified PMI enzyme, coupled fluorescence intensity; higher % means a stronger effect;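 note: plate controls were DMSO vehicle for no effect and wells lacking substrate for full effect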
RSV CPE inhibition: RSV antiviral activity via CPE protection, HEp-2 cells, primary 10 µM value included (AID 2391). HEp-2 cells, RSV-induced CPE inhibition; higher % means a stronger effect. CPE inhibition, % at 10 µM, or IC50 in µM where a hit was titrated. actives 0.13% (n = 310,000); in the data active = a potency from the dose series; inconclusive = CPE inhibition mostly from about 23% at the one dose, without a potency; inactive = the rest, 99 in 100 with CPE inhibition below about 21%; note: strong numbers were not always called active
West Nile virus CPE: West Nile virus antiviral activity, cell-based, CPE readout (AID 1621); actives 0.02% (n = 290,000); West Nile virus-infected cells, CPE inhibition; higher % means a stronger effect; CPE inhibition, % at 10 µM, or IC50 in µM where a hit was titrated; in the data active = a potency from the dose series; inconclusive = CPE inhibition mostly from about 3.7% at the one dose, without a potency; inactive = the rest, 99 in 100 with CPE inhibition below about 2.2%; note: strong numbers were not always called active
P. falciparum M1AAP: P. falciparum M1AAP inhibitors, biochemical, fluorogenic H-Leu-NHMec substrate, 1536-well (AID 1445); recombinant M1AAP, H-Leu-NHMec fluorogenic kinetic assay; higher % means a stronger effect; one-dose inhibition, % at 30 µM; IC50 in µM for titrated hits; actives 0.42% (n = 220,000);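 active = primary inhibition above the hit cutoff, then over 50% inhibition at one or more dose response concentrations, cut at about 23% in these data, passing the limit was not always enough; inconclusive = conflicting primary data, or primary hits not chosen for dose response; inactive = low primary inhibition, or under 50% at every dose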;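 note: plate controls were DMSO full reaction for no effect and no enzyme background for full effect; strong numbers were not always called active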
human PMI inhibitors: human PMI inhibitors, high substrate, primary screen, biochemical, fluorescence intensity, high mannose 6-phosphate (AID 1220); inhibition, % at 20 µM, or IC50 in µM where a hit was titrated; recombinant PMI enzyme, coupled fluorescence intensity; higher % means a stronger effect; Mannose-6-phosphate isomerase (Homo sapiens); actives 0.66% (n = 190,000)
M17LAP inhibition: P. falciparum M17LAP inhibitors, primary screen, biochemical, fluorogenic H-Leu-NHMec substrate, 1536-well (AID 1619). recombinant M17LAP, H-Leu-NHMec fluorogenic kinetic assay; higher % means a stronger effect. inhibition, % at 30 µM; hits with a dose series show IC50 in µM. actives 0.38% (n = 220,000);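 active = compound inhibiting the enzyme by more than half at any dose during confirmatory dose-response retesting; inconclusive = strong single-dose inhibitors picked by rank but not retested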;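 note: plate controls were full reaction with DMSO carrier for no effect and no enzyme background for full effect; strong numbers were not always called active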
UTI89 phage lysis: inhibition of K1F phage lysis, E. coli UTI89, bacterial capsule biogenesis inhibitors, alamar blue (AID 488966) | actives 0.02% (n = 340,000) | E. coli UTI89 K1F phage lysis, alamar blue, 2 h; higher % means a stronger effect | inhibition, % at 100 µM, or IC50 in µM where a hit was titrated;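 active = phage lysis inhibition, versus mean bacterial control, above a set limit; inconclusive = no clear call, values can overlap the other calls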;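 note: capsule biogenesis inhibitors block K1F phage lysis so surviving cells raise fluorescence; higher fluorescence means more inhibition of phage lysis; actives were called in the ten point dose series up to 300 µM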
T cell HTS: modulators of CD8 T cell-vesicle binding, primary screen, mouse 2C CD8+ T cells, flow cytometry; 2C CD8+ T cell-vesicle binding; stronger effect = lower value; calls only at 7 µM; actives 0.068% (n = 330,000); AID 2052, 2009;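 active = response, share of CD8 T cells binding vesicles, and their 90th percentile fluorescence all below set limits, cut at about 80% in these data, passing the limit was not always enough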
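incubation = binding step 1.5 h, 37 °C, antibody labelling 20 min, ice | test system = 2C mouse CD8+ T cells | read-out basis = percent CD8+ FL2 mean versus row control | controls = Peptide-free naked vesicles (low) and QL9 vesicles with 0.7% DMSO vehicle (high) | detection = flow cytometry of vesicle-bound cells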
T cell HTS vesicle-bound %: also measured in T cell HTS; calls as there; double positive events, %; measured here: CD8+ vesicle-bound cell fraction;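 binding gate set so that unloaded-vesicle control wells show 10% double positive cells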
* hit, by the source's call; i = inactive; ? = inconclusive; nt = no result given; [ ] = remark or other dose. Cut-off read from the data, not from the text of the source, unless noted: active = inhibition above about 50%; inactive = the rest.

SMILES | TNAP activators | human PMI inhibition | RSV CPE inhibition | West Nile virus CPE | P. falciparum M1AAP | human PMI inhibitors | M17LAP inhibition | UTI89 phage lysis | T cell HTS | T cell HTS vesicle-bound %
COC(=O)c1ccc2c(=O)n(CCO)c(=S)[nH]c2c1 | 1.2 | 7.1% | 38.3% | 0.3% | 4.3% | 0.5% | 2.5% | -0.2% | i | 23.7
COC(=O)C(Cc1ccc(O)cc1)NC(=O)C1CCN(S(=O)(=O)c2ccc(C)cc2)CC1 (stereo not drawn) | nt | nt | 1.9% | -0.3% | nt | nt | nt | 0.1% | i | 30.5
CCCCNS(=O)(=O)c1ccc2c(c1)oc(=O)n2CC(=O)OCC | 1.2 | -2.1% | 0.4% | 1.6% | 1.1% | -0.8% | 1.1% | -0.6% | i | 32.2
COc1ccc(S(=O)(=O)NCCCCCC(=O)NCCCN2CCOCC2)cc1 | 1.1 | 4.9% | -1.6% | -0.1% | -1.5% | -1.0% | -5.1% | 1.8% | i | 12.7
COc1ccccc1-c1cc(C(=O)Nc2cc(C)on2)no1 | 1.2 | 4.7% | 1.6% | 0.7% | 2.1% | 0.1% | 1.1% | 0.5% | i | 12.9
COC(=O)c1nn2c(C(F)(F)F)cc(-c3ccc(Br)o3)nc2c1Br | 1 | 38.2% | 2.5% | 0.3% | nt | 34.7% | nt | -2.0% | i | 23.4
O=C(c1c(F)cccc1Cl)N1CCN(c2ccccn2)CC1 | nt | nt | 9.1% | -0.5% | nt | nt | nt | -1.0% | i | 41.3
O=C(CSc1ccc2nnc(-c3ccccn3)n2n1)Nc1cccc(F)c1 | nt | nt | 0.3% | -0.8% | nt | nt | nt | -0.1% | i | 32.6
O=C(O)/C=C/C(=O)Nc1ccc(SC(F)(F)F)cc1 | 1 | -22.4% | -0.7% | 0.7% | 1.7% | -15.2% | 38.7% | 0.3% | i | 27.3
CC(=O)Nc1ccc(Nc2cc(C)nc3c(-c4ccc(Cl)cc4)cnn23)cc1 | 1.2 | 6.8% | 10.5% | 0.4% | 8.5% | -6.1% | -8.8% | 4.0% | i | 38.5
O=C(CCC(=O)c1cccs1)NCC(=O)Nc1ccc(F)c(F)c1F | 1 | 13.4% | 1.0% | 0.0% | 4.9% | 12.0% | -0.6% | -0.3% | i | 11.7
COc1ccc(S(=O)(=O)N2CCC(Cc3ccccc3)CC2)cc1C(N)=O | nt | nt | 7.2% | -0.6% | nt | nt | nt | 0.1% | i | 12.4
CC(C)c1cc(N2CCOCC2)n2ncc(-c3ccccc3)c2n1 | nt | nt | 5.2% | 0.1% | nt | nt | nt | 0.7%[50 µM] | i | 51.2
Cc1nc2cc(-n3ccc(=O)cc3)ccc2n1-c1ccccc1 | 1.1 | -4.2% | -1.5% | -0.4% | -3.7% | -11.5% | 12.6% | -0.1% | i | 13.4
COC(=O)C1=C(C)NC(C)=C(C(=O)OC)C1c1cc2cc(C)ccc2[nH]c1=O | 1.1 | -17.2% | 2.7% | 0.6% | 4.7% | -52.3% | -13.1% | 0.1% | i | 8.8
COc1ccc(-c2nc(CN3CCC(C(=O)NC4CC4)CC3)c(C)o2)cc1OC | nt | nt | 0.3% | -0.4% | nt | nt | nt | 0.3% | i | 36.3
CC1C(=NO)C(C)C(c2ccccc2)NC1c1ccccc1 (stereo not drawn) | 1 | 13.1% | -1.1% | 0.5% | -4.9% | 9.9% | -4.5% | 1.1% | i | 61.1
O=C1CS/C(=N/N=C/c2ccc(OS(=O)(=O)c3ccccc3)cc2)N1 | 1.2 | -7.7% | 0.1% | 1.0% | 8.9% | -7.7% | 1.3% | 0.5% | i | 56.3
CSc1ccccc1C(=O)Nc1ncn[nH]1 | nt | nt | 2.0% | -0.7% | nt | nt | nt | -0.3% | i | 49.3
Cc1ccc2c(c1)N(C(=O)CCC(=O)NCCN1CCOCC1)CCO2 | nt | nt | -0.5% | 0.4% | nt | nt | nt | 5.9% | i | 13.0
COC(=O)C1=C(C)N(Cc2ccccc2)C(=O)N[C@H]1c1cccc(C(F)(F)F)c1 | nt | nt | 8.17µM* | -1.0% | -1.7% | nt | -5.2% | -1.9% | i | 16.2
CC(C)(C)OC(=O)NCCCC[C@H](NC(=O)c1[nH]cnc1C(=O)Nc1ccc(CNC(=O)OC(C)(C)C)cc1)C(=O)OC(C)(C)C | nt | nt | 12.6% | -0.5% | -14.7% | nt | -2.4% | nt | i | 42.2
COc1cccc(N(CC(=O)NCc2cccnc2)S(C)(=O)=O)c1 | 0.9 | 2.3% | 1.8% | 0.3% | -2.7% | 6.8% | 6.7% | 0.8% | i | 46.9
CSc1ccc(/C=C(\C(=O)O)c2ccc(S(=O)(=O)N3CCCCC3)s2)cc1 | 1 | -4.7% | 2.1% | 0.0% | 6.5% | -12.1% | 6.5% | -0.8% | i | 56.7
COCCNC(=S)N(CCc1c(C)[nH]c2ccccc12)Cc1cccnc1 | nt | nt | 1.1% | -0.3% | nt | nt | nt | 0.0% | i | 60.0

Part of the list above with just RSV CPE inhibition and M17LAP inhibition.
SMILES	RSV CPE inhibition	M17LAP inhibition
CC(C)(C)OC(=O)NCCCC[C@H](NC(=O)c1[nH]cnc1C(=O)Nc1ccc(CNC(=O)OC(C)(C)C)cc1)C(=O)OC(C)(C)C	12.6%	-2.4%
COc1cccc(N(CC(=O)NCc2cccnc2)S(C)(=O)=O)c1	1.8%	6.7%
CSc1ccc(/C=C(\C(=O)O)c2ccc(S(=O)(=O)N3CCCCC3)s2)cc1	2.1%	6.5%
COCCNC(=S)N(CCc1c(C)[nH]c2ccccc12)Cc1cccnc1	1.1%	nt

A few values from the results shown.
Result of COCCNC(=S)N(CCc1c(C)[nH]c2ccccc12)Cc1cccnc1 in RSV CPE inhibition: 1.1%
Result of CC(=O)Nc1ccc(Nc2cc(C)nc3c(-c4ccc(Cl)cc4)cnn23)cc1 in West Nile virus CPE: 0.4%

(further entries)
SMILES | TNAP activators | human PMI inhibition | RSV CPE inhibition | West Nile virus CPE | P. falciparum M1AAP | human PMI inhibitors | M17LAP inhibition | UTI89 phage lysis | T cell HTS | T cell HTS vesicle-bound %
CCOC(=O)c1c(C)[nH]c(C)c1S(=O)(=O)N(C)CC(=O)Nc1ccc(C)cn1 | nt | nt | 5.2% | 0.9% | nt | nt | nt | -0.3% | i | 41.0
CC(C)Oc1ccc(C(=O)Nc2nnc(SCC(=O)N3CCOCC3)s2)cc1 | 1.2 | 8.7% | 2.9% | nt | 3.5% | 10.6% | 8.0% | 2.2% | i | 41.4
C/C(CC(=O)Nc1ccc(N(C)C)cc1)=N\NC(=O)c1ccc(F)cc1 | nt | nt | 0.9% | -0.6% | nt | nt | nt | -0.6% | i | 36.7
Cc1ccc(CNC(=O)CCC(=O)N2CC(C)Sc3ccccc32)cc1 (stereo not drawn) | nt | nt | 0.7% | -0.5% | nt | nt | nt | 1.8% | i | 14.6
COc1cccc(NC(=O)c2ccc3c(c2)C(=O)N(CC2CCCO2)C3=O)c1 (stereo not drawn) | nt | nt | 0.1% | 0.3% | nt | nt | nt | 1.3% | i | 12.3
CC(NC(=O)Nc1cccc([N+](=O)[O-])c1)c1ccc2c(c1)OCO2 (stereo not drawn) | nt | nt | 3.8% | -1.2% | nt | nt | nt | -0.1% | i | 71.3
COc1ccc(NC2CCCN(C(=O)C3=NN(C)C(=O)CC3)C2)cc1OC (stereo not drawn) | nt | nt | -0.3% | -0.2% | nt | nt | nt | 0.6% | i | 13.0
O=[N+]([O-])c1ccccc1S(=O)(=O)N(CC(O)CN1CCCCC1)c1ccccc1 (stereo not drawn) | nt | nt | 0.1% | -0.4% | nt | nt | nt | -0.1% | i | 29.4
CCOC(=O)c1ccccc1NC(=O)Cn1cnc2c(cnn2C(C)(C)C)c1=O | 1 | 2.7% | -0.3% | 0.4% | 3.5% | 2.6% | 3.1% | 0.7% | i | 51.0
CC(Oc1ccccc1)C(=O)Nc1cccc(NC(=O)c2ccco2)c1 (stereo not drawn) | nt | nt | 0.6% | -0.3% | -8.4% | nt | -12.5% | 0.0% | i | 24.3
CSc1ccc(S(=O)(=O)NCc2ccccc2C)cc1 | 1.1 | 4.4% | 3.8% | 0.0% | 0.6% | 4.4% | -10.2% | -1.7% | i | 64.7
O=C(C1CCC(=O)N(C2CC2)C1)N1CCN(c2ccccc2Cl)CC1 (stereo not drawn) | nt | nt | 0.5% | 0.0% | nt | nt | nt | 0.4% | i | 16.4
CS(=O)(=O)c1ccc2nc(NC(=O)c3cc4ccccc4o3)sc2c1 | 1.1 | -3.0% | 4.2% | ? | 3.6% | -0.9% | 8.4% | 8.9% | i | 34.1
Cc1cc2oc(=O)cc(CN3CCN(S(=O)(=O)/C=C/c4ccccc4)CC3)c2cc1C | 1 | 42.1% | 2.3% | -1.4% | -5.1% | 9.3% | -1.9% | 0.5% | i | 5.7
CC(N)C12CC3CC(C1)CC(C(C)N)(C3)C2 (stereo not drawn) | 1.1 | -0.7% | 0.5% | -0.3% | -1.2% | -6.4% | -10.6% | 1.1% | i | 26.5
CC1=NN(c2ccccc2)C(=O)/C1=C\C=C1\N(C)c2ccccc2C1(C)C | 0.6 | 9.7% | 13.2% | -1.6% | ? | 8.8% | -3.4% | 8.0% | i | 46.8
CCOC(=O)N1CCC(NC(=O)c2ccc3c(c2)N=C(C)c2ccccc2S3)CC1 | nt | nt | 10.3% | -0.2% | nt | nt | nt | 0.0% | i | 6.3
Cc1ccc(-c2nnc(Nc3ccccc3)c3ccccc23)cc1S(=O)(=O)NCC1CCCO1 (stereo not drawn) | 1.1 | 5.9% | 20.0% | 0.2% | 9.2% | 12.3% | -5.4% | -0.3% | i | 19.3
CCOC(=O)N1CCN(C(=O)/C(=C\c2ccc(SC)cc2)NC(=O)c2ccccc2)CC1 | nt | nt | nt | -0.4% | 3.4% | nt | -4.0% | -1.5% | i | 52.7
CCCOC(=O)C1=C(C)NC2=C(C(=O)CCC2)C1c1cccc(OC)c1OC (stereo not drawn) | 1.2 | 3.6% | -0.9% | 1.1% | 7.4% | -0.8% | -1.7% | 0.9% | i | 21.8
Cc1ccnc(NS(=O)(=O)c2ccc(NS(=O)(=O)Cc3ccccc3)cc2)n1 | 1 | -3.4% | 0.8% | 0.1% | 0.0% | -3.4% | 7.3% | 4.9% | i | 21.2
